influenza NS1A = H1N1 influenza NS1A inhibitors, functional cell based assay (AID 504329) | NS1A functional cell-based assay, percent inhibition; higher % means a stronger effect | inhibition, % at 12.5 µM, or IC50 in µM where a hit was titrated | 0.3% of 340,000 active; in the data active = a potency from the dose series; inconclusive = inhibition above about 27% without an active follow-up result; note: strong numbers were not always called active
Salmonella PhoP GFP = PhoP regulon inhibitors, Salmonella typhi PhoP promoter GFP reporter, confirmatory (AID 1850); Salmonella Typhi PhoP-promoter GFP reporter, fluorescence, 4 h; higher % means a stronger effect; one-dose inhibition, % at 50 µM; IC50 in µM for titrated hits; 0.33% of 310,000 active; in the data active = a potency from the dose series; inconclusive = inhibition mostly from about 25% at the one dose, without a potency; inactive = the rest, 99 in 100 with inhibition below about 19%;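 note: 0% = induced wells with vehicle and 100% = uninduced wells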
tuberculosis growth = growth inhibition of non-replicating M. tuberculosis (AID 488890). Mycobacterium tuberculosis non-replicating, growth inhibition; higher % means a stronger effect. one-dose inhibition, % at 25 µM; IC50 in µM for titrated hits. 0.39% of 320,000 active; in the data active = a potency from the dose series; inconclusive = inhibition mostly from about 82% at the one dose, without a potency; inactive = the rest, 99 in 100 with inhibition below about 76%;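 note: plate controls were DMSO cells for no effect and high antibiotic wells for full effect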
inhibitors of VEEV = inhibitors of VEEV TC-83 cytopathic effect, confirmation, Vero cells (AID 588727); Vero cells, VEEV TC-83 cytopathic effect inhibition; higher % means a stronger effect; inhibition, % at 20 µM, or IC50 in µM where a hit was titrated; 0.13% of 350,000 active; in the data active = a potency from the dose series; inconclusive = inhibition mostly from about 14% at the one dose, without a potency; inactive = the rest, 99 in 100 with inhibition below about 12%; note: strong numbers were not always called active
M. tuberculosis HTS = M. tuberculosis growth inhibition, HTS (AID 449762); M. tuberculosis H37Rv growth inhibition, 7H9 media; higher % means a stronger effect; inhibition, % at 25 µM; hits with a dose series show IC50 in µM; 0.59% of 330,000 active; in the data active = a potency from the dose series; inconclusive = inhibition above about 70% without an active follow-up result;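 note: bacterial growth assessed after seven days of incubation; strong numbers were not always called active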
inhibitors of VEEV 10K pilot screen = also measured in inhibitors of VEEV; calls as there; inhibition, %; measured here: 10K pilot screen inhibition
* marks the source's active call; other numbers are inactive results; i = inactive; ? = inconclusive; . = no result given.

SMILES	influenza NS1A	Salmonella PhoP GFP	tuberculosis growth	inhibitors of VEEV	M. tuberculosis HTS	others
O=C(NCC1CCCO1)c1cc2ccccc2oc1=O (stereo not given)	1%	27%	69%	0.7%	4%
O=Cc1cc2cc3c(cc2nc1Cl)OCCO3	.	-13%	5%	.	3%
C=CC[C@@H](CC(=O)N[C@@H](CO)Cc1ccccc1)C(=O)N[C@@H](COC(=O)[C@@H](CC=C)Cc1ccc(F)cc1)Cc1c[nH]c2ccccc12	0%	.	30%	0.7%	0%
CCCCC(=O)Nc1ccc(C(=O)NNC(=S)NC(=O)c2ccco2)cc1	-12%	2%	?	4.7%	26%
O=C(O)C1CN(c2nc(Cl)ccc2[N+](=O)[O-])C1	.	11%	-4%	1.2%	-6%
Cc1cc(C)n(-c2cc(C)c(C)cc2Br)n1	-5%	-1%	4%	1.0%	-1%
O=C(NCCc1ccccn1)C1CCCN(S(=O)(=O)Cc2ccccc2)C1 (stereo not given)	-1%	6%	-14%	i	0%
CCOC(=O)Cc1nnc(NC(=O)CSc2ccccc2)s1	-22%	-5%	-6%	i	5%
Nc1c(N(CCCO)C(=O)CCCN2C(=O)c3cccc4cccc(c34)C2=O)c(=O)[nH]c(=O)n1Cc1ccccc1	-8%	.	.	3.2%	.
O=C(NCc1cccnc1)C(=O)C1C(=O)Nc2ccccc21 (stereo not given)	-18%	0%	-16%	1.6%	-5%
CCSc1sc(CC)cc1C=O	6%	-7%	5%	1.1%	2%
Cc1ccc(S(=O)(=O)N2CCOCC2)cc1C(=O)OCC(=O)Nc1ccc2[nH]c(=O)[nH]c2c1	1%	14%	-13%	3.2%	-3%
COc1ccccc1N1CCN(/N=C/C=C\c2ccco2)CC1	11%	7%	8%	8.6%	-6%
CC(Nc1nc2ccccc2n2cnnc12)c1ccccc1 (stereo not given)	10%	6%	3%	1.2%	-12%
O=C(CN1C(=O)C2C3C=CC(C3)C2C1=O)NCCc1ccccc1Cl (stereo not given)	6%	0%	-4%	i	-3%
CCSc1nnc(CNC(=O)C23CC4CC(CC(C4)C2)C3)n1C1CCCCC1	-3%	-7%	36%	2.3%	12%
OCCN1CCN(c2ncnc3c2c(-c2ccccc2)cn3-c2ccc(F)cc2)CC1	8%	13%	37%	6.2%	4%
COC(=O)C1=C(C)OC(N)=C(C#N)C12C(=O)Nc1ccccc12 (stereo not given)	-6%	13%	-13%	0.8%	-1%
CSCCC(NC(=O)c1ccco1)C(=O)Nc1ccncc1 (stereo not given)	4%	0%	3%	1.2%	-3%
COc1cccc(C(C(=O)NC2CCCCC2)N(C(=O)c2ccccn2)c2cccnc2)c1 (stereo not given)	7%	-5%	-3%	1.7%	-5%	inhibitors of VEEV 10K pilot screen=1.1
CCOc1ccc2c(c1)c1nnc(SCC(=O)N3CCCCC3C)nc1n2C (stereo not given)	14%	4%	9%	7.1%	5%
Cn1nnnc1SCCNCc1cc(Cl)ccc1OCc1ccccc1	-6%	-4%	11%	0.0%	4%
COc1ccccc1-c1noc(-c2ccccc2C(=O)NCc2ccco2)n1	8%	5%	-1%	6.7%	-8%
CCOc1ccc(S(=O)(=O)NCCC(=O)OCC(=O)NC(=O)c2cccn2C)cc1	-4%	.	-6%	i	-5%
O=C(COC(=O)COc1ccccc1Cl)Nc1ccccc1OC(F)F	-4%	-10%	11%	i	-6%
CCCC(=O)NC(=S)Nc1cccc(NC(=O)c2ccc(Cl)cc2Cl)c1	2%	5%	17%	8.3%	-3%
CCN(CC)CC(=O)c1c(N)n(Cc2ccccc2)c(=O)n(C)c1=O	-2%	6%	-11%	0.6%	-3%
Cc1ccc(C(=O)NCCNc2ncc(C(F)(F)F)cc2Cl)cc1[N+](=O)[O-]	-7%	-1%	15%	2.7%	6%
O=S(=O)(c1ccc(-c2nc3ccccc3s2)cc1)N1CCCC1	1%	1%	0%	0.8%	-6%
CC(=O)c1ccc(NC(=O)/C(Cl)=C/c2ccccc2)cc1	-10%	5%	?	2.8%	?
Cc1cc(C)c2c(N)c(-c3nc4ccccc4[nH]3)sc2n1	-13%	-1%	15%	7.2%	-6%
Cc1nnsc1C(=O)N1CCC(CO)(Cc2ccccc2Cl)CC1	-6%	3%	-4%	1.0%	-8%
C=C(Br)Cn1c(CC(C)C)nc2ccccc21	-4%	-8%	1%	1.6%	-1%
NCc1cc(=O)[nH]o1	2%	-3%	-7%	1.1%	9%
CCc1ccc(Nc2nnc(SCC(=O)c3c(N)n(C4CC4)c(=O)[nH]c3=O)s2)cc1	-5%	.	-18%	2.6%	-5%
O=C(COc1ccccc1[N+](=O)[O-])Nc1cc(C(=O)O)cc(C(=O)O)c1	-20%	10%	-6%	2.2%	-8%
CCn1c2ccc(OC)cc2c2nc3ccccc3nc21	.	-14%	43%	.	47%
COc1ccc(N2CCN(C(=O)C3CC(=O)N(c4ccc(C)cc4)C3)CC2)cc1 (stereo not given)	.	-1%	23%	2.7%	5%
Cc1ccccc1NC(=O)c1c([N+](=O)[O-])cnn1C	-24%	-8%	11%	0.8%	0%
COc1ccc2nc3ccccc3[n+]([O-])c2c1	3%	.	.	4.0%	.

The list goes on, overlapping the part above by 2 compounds.
SMILES	influenza NS1A	Salmonella PhoP GFP	tuberculosis growth	inhibitors of VEEV	M. tuberculosis HTS	others
Cc1ccccc1NC(=O)c1c([N+](=O)[O-])cnn1C	-24%	-8%	11%	0.8%	0%
COc1ccc2nc3ccccc3[n+]([O-])c2c1	3%	.	.	4.0%	.
O=C(CN1CCCCC1)N/N=C/c1cccc(Cl)c1	-17%	3%	-14%	0.5%	6%
COc1cc2c(cc1OC)C(C)N(CCc1ccc(Cl)cc1)CC2 (stereo not given)	.	7%	19%	0.9%	1%
O=S(=O)(NCC1CCCO1)c1ccc(S(=O)(=O)N(Cc2ccccn2)C2CC2)cc1 (stereo not given)	1%	0%	-2%	0.9%	10%
O=C(CN1C(=O)CSc2ccc(S(=O)(=O)N3CCOCC3)cc21)NCCCN1CCCCC1	5%	1%	.	3.5%	4%
O=c1cnn(-c2ccccc2)c(-c2ccccc2)c1	2%	2%	-2%	1.9%	-8%
CN(C)C(C(=O)NC1CCCCC1)c1ccc(Cl)cc1 (stereo not given)	-3%	13%	.	1.3%	-1%
COc1cccc(CCc2nnc(CCC(=O)NCCc3cccc(C)n3)o2)c1	-2%	0%	-7%	1.6%	0%
N#Cc1c(-c2ccccc2Cl)cc(-c2ccccc2)nc1Br	-6%	-8%	18%	0.1%	-2%
O=C(NCC1CCCN1S(=O)(=O)c1cccs1)C(=O)Nc1ccc(F)cc1 (stereo not given)	-4%	7%	20%	2.3%	7%
O=C(NCCC1=CCCCC1)C1CCN(C(=O)c2ccc(Br)cc2)CC1	-3%	-11%	25%	0.4%	5%
COc1ccc(C(C)=O)cc1COC(=O)c1ccc(OCc2c(C)noc2C)cc1	2%	-6%	-11%	i	-5%
O=S(=O)(Nc1cccc2cccnc12)c1ccccc1	2%	5%	?	14%	?
CCOC(=O)c1ccc(NC2c3ccccc3C(=O)N2c2ccccn2)cc1 (stereo not given)	15%	-1%	-7%	0.6%	-3%
CCCCCOC(=O)NCC(O)c1ccccc1 (stereo not given)	-5%	-5%	43%	0.1%	12%
O=C1CCN(S(=O)(=O)c2ccc(Br)cc2)CCN1	-1%	15%	-4%	0.1%	-5%
COc1ccc(N(C(=O)Cc2cccs2)C2C=CS(=O)(=O)C2)cc1 (stereo not given)	3%	4%	6%	i	-2%
COc1ccc(C)cc1N(CC(=O)N1CCCCCC1)S(C)(=O)=O	-5%	1%	-8%	0.0%	-6%
O=C(CNC1CCCCCC1)c1cccs1	-14%	-4%	40%	0.1%	3%
CC(C)(C)[C@H]1C=C(C(=O)O)O[C@@H](OCCCCO)C1	-5%	18%	0%	0.9%	7%
COc1cc(OC)cc(C(=O)Nc2sc3c(c2C(N)=O)CCC3)c1	9%	7%	-6%	i	1%

Structures shown so far that contain a cyano group, in the order listed:
SMILES	influenza NS1A	Salmonella PhoP GFP	tuberculosis growth	inhibitors of VEEV	M. tuberculosis HTS	others
COC(=O)C1=C(C)OC(N)=C(C#N)C12C(=O)Nc1ccccc12 (stereo not given)	-6%	13%	-13%	0.8%	-1%
N#Cc1c(-c2ccccc2Cl)cc(-c2ccccc2)nc1Br	-6%	-8%	18%	0.1%	-2%

Continued.
SMILES	influenza NS1A	Salmonella PhoP GFP	tuberculosis growth	inhibitors of VEEV	M. tuberculosis HTS	others
O=C1N=C(N2CCOCC2)S/C1=C\c1cccs1	-2%	8%	12%	1.1%	5%
CCOc1ccc(/C=N/n2cc(-c3ccccc3)[nH]c2=S)cc1	1%	-2%	6%	i	-11%
Cc1c(C(=O)O)sc2nc(CSc3ncc(C(F)(F)F)cc3Cl)[nH]c(=O)c12	-16%	-2%	18%	i	-8%
NC(=O)c1ccc(SCC(=O)OCC(=O)N2CCN(C(=O)c3ccco3)CC2)c([N+](=O)[O-])c1	-7%	1%	-9%	4.6%	-4%
COC(=O)c1cc(C(=O)Nc2cc(C)on2)cc([N+](=O)[O-])c1	-11%	-6%	-12%	i	14%
O=c1cc(-c2ccccc2)[nH]n1-c1ccccc1	-14%	.	.	2.0%	.
CCc1ccc(CN(C)CC(O)COc2cccc3ccccc23)cc1 (stereo not given)	7%	-9%	58%	i	?
COc1ccc2c(C)cc(SCC(=O)Nc3nsc(-c4ccc(C)cc4)n3)nc2c1	-1%	3%	-7%	1.1%	-6%
O=Cc1cn(Cc2cccc(F)c2)c2ccccc12	0%	5%	-5%	0.5%	-3%
Cc1ccc(NC(=O)CSc2nnc(N)s2)cc1S(=O)(=O)N1CCOCC1	0%	-1%	-4%	1.2%	-5%
COC(=O)c1cn(NC(=O)c2cnccn2)c(=O)c2ccccc12	19%	-5%	8.7µM*	7.3%	?
CCOC(=O)c1cnc2cc(-c3ccc(Br)cc3)nn2c1C	2%	-5%	2%	0.4%	3%
CCOC(=O)CC(=O)COc1nc2cc3c(nc2o1)CCCC3	-7%	1%	.	i	13%
CCc1ccc2nc(SCC(=O)N3CC(=O)Nc4ccccc43)c(C#N)cc2c1	5%	-2%	9%	i	7%
CCCCNC(=O)/C(=C/c1ccccc1)NC(C)=O	10%	12%	3%	0.2%	6%
O=c1[nH]c2cc3c(cc2cc1CN(Cc1cccnc1)C(=S)NCc1ccco1)OCCO3	0%	-2%	12%	5.8%	-7%
Fc1cccc(Cl)c1CSc1nnc(CNc2ccccc2)o1	0%	10%	73%	2.3%	17%
O=C(NCc1ccc(Cl)cc1)C(=O)Nc1nccs1	4%	-1%	0%	1.3%	2%	inhibitors of VEEV 10K pilot screen=1.2
CC(C)Sc1nsc2nc(=O)c(/C=C3\C=Nc4ccccc43)c(N)n12	-7%	11%	35%	6.0%	-3%
COC(=O)C1=C(c2ccc(S(C)(=O)=O)cc2)C[C@@H]2CC[C@H]1N2C(=O)NCCO	13%	-5%	-8%	0.5%	-8%
NC(=S)NN=C1CCCC(C(F)(F)F)C1 (stereo not given)	-35%	.	.	i	.
COc1ccc(NC(=O)CSC2=C(C#N)C(c3ccco3)C3=C(CCCC3=O)N2)c(OC)c1 (stereo not given)	15%	-6%	28%	3.5%	?
Cc1csc(N(C(=O)c2cccc(S(=O)(=O)N3CCCC3)c2)c2ccccc2)n1	-8%	-2%	18%	8.3%	4%
COC(=O)c1ccc(CNC(=O)CNC(=O)c2sc3ccccc3c2Cl)cc1	10%	-5%	-12%	0.9%	3%
Cc1ccc(S(=O)(=O)CC(=O)NC(C)c2ccccc2)cc1 (stereo not given)	-6%	-1%	-6%	1.3%	-6%
C[C@H](NC(=O)c1ccco1)C(=O)NNC(=O)COc1cccc(C(F)(F)F)c1	0%	.	-4%	1.5%	6%
Cc1ccc(NC(=O)CCNS(=O)(=O)c2ccc3c(c2)oc(=O)n3C)cc1C	-5%	-4%	3%	i	-7%
COc1ccc(C(=O)COc2ccccc2C(N)=O)cc1	-2%	2%	27%	2.7%	-3%
Cc1cccc(N=Cc2c(O)n(C)c(=O)n(C)c2=O)c1	-5%	0%	-22%	0.5%	0%

Random excerpt: 4 records from the list.
SMILES	influenza NS1A	Salmonella PhoP GFP	tuberculosis growth	inhibitors of VEEV	M. tuberculosis HTS	others
COC(=O)c1ccc(CNC(=O)CNC(=O)c2sc3ccccc3c2Cl)cc1	10%	-5%	-12%	0.9%	3%
NC(=S)NN=C1CCCC(C(F)(F)F)C1 (stereo not given)	-35%	.	.	i	.
Cc1ccc(S(=O)(=O)CC(=O)NC(C)c2ccccc2)cc1 (stereo not given)	-6%	-1%	-6%	1.3%	-6%
Cc1csc(N(C(=O)c2cccc(S(=O)(=O)N3CCCC3)c2)c2ccccc2)n1	-8%	-2%	18%	8.3%	4%

Screening data from PubChem BioAssay.
